Screens as filed in PubChem BioAssay.
CXCR6 block: CXCR6 (human) receptor inhibition. O00574. CHO-K1 PathHunter CXCR6 beta-arrestin, luminescence. inhibition, % at 20 µM. actives 0.36% (n = 360,000); in the data active means inhibition above about 34%, passing the limit was not always enough;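 further: antagonist mode with CXCL16 agonist at 10 nM final; 0% = 10 nM CXCL16 with DMSO and 100% = unstimulated wells without agonist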
Target sequence (O00574 whole entry, looked up): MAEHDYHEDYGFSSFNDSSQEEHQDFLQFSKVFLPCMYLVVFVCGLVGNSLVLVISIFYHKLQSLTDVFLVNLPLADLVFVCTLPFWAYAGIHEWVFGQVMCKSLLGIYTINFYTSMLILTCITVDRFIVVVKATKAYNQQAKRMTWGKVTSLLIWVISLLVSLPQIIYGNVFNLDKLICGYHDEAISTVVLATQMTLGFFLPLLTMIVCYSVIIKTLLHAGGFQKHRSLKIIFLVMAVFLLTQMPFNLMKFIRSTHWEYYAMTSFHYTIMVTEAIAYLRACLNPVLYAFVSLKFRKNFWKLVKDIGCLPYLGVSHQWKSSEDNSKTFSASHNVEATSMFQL
EBI2 block: EBI2 (human) antagonism; EBI2 beta-arrestin recruitment, luminescence, 7a,25-OHC stimulated; inhibition, % at 5 µM; actives 0.81% (n = 360,000); in the data active means inhibition above about 38%;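 further: enzyme fragment complementation signal reports receptor beta-arrestin coupling in cells; 0% = agonist plus DMSO wells and 100% = wells without agonist; some results beyond the cut were filed as inactive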
Target sequence (P32249 whole entry, looked up, the tested form may be a part): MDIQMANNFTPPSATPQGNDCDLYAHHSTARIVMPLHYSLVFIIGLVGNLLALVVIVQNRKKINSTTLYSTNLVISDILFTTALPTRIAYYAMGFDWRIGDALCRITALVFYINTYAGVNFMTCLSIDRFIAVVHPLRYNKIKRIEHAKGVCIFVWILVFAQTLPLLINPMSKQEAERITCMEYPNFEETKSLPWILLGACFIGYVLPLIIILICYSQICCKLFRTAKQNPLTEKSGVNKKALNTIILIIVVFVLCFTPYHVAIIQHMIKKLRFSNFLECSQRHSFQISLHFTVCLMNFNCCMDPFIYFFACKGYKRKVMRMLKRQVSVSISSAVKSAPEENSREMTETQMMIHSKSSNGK
Numbers without * were called inactive. Not all compounds are listed, so the mix of outcomes need not match the whole.

SMILES	CXCR6 block	EBI2 block
NC(=O)c1cccc(-c2ccnc3c2CC(C(=O)Nc2cccc(C(F)(F)F)c2)O3)c1 (stereo not given)	-4.6	-0.6
CC(O)(c1ccc(F)c(F)c1)c1nc(-c2ccc3ccccc3c2)cs1 (stereo not given)	-6.1	14.8
CCCS(=O)(=O)NC(=O)C1(C)CCCN(C(=O)c2ccccc2)C1 (stereo not given)	-2.8	-5.5
O=C(Oc1ccc(=O)[nH]n1)c1ccccc1	-0.4	-11.1
CC(C)(C)n1nnnc1C(c1cc2ccccc2o1)N1CCCCC1 (stereo not given)	-1.2	0.1
COc1cc2c(cc1OC)C(CNC(=O)C=Cc1ccccc1)C2 (stereo not given)	-5.6	12.9
CCCCN(C=O)c1c(CC)nc2ccc(C(=O)NCc3ccccc3OC)cn12	-6.4	-2.8
Cc1cccc(S(=O)(=O)NC(=O)C2(C)CCN2C(=O)C/C=C/c2ccccc2)c1 (stereo not given)	0.1	0.3
CCCCCCCCC(=O)N1C(C)CCC1C (stereo not given)	5.9	3.0
C=Cc1ccc(Cn2c(C)c(C(=O)NCc3ccccc3C(F)(F)F)sc2=O)cc1	0.8	-9.6
COCCC(=O)N1CCOCC1c1cc(C(=O)NCc2ccccc2)no1 (stereo not given)	-1.4	1.2
CCCCN(CCCNC(=S)NCCCc1cnc[nH]1)c1ccc(Br)cn1	4.1	1.1
N#Cc1ccc(S(=O)(=O)N2CCCCC2c2cc(C(=O)NCc3ccccc3)no2)cc1 (stereo not given)	-3.8	4.0
COCCNc1ncnc2c1ncn2[C@H]1CN(CCN2CCOCC2)C[C@@H](CO)O1	-0.6	-3.6
CC(C)[C@@H]1O[C@H](CCc2ccccc2)CC2=C1C(=O)OC(C)(C)O2	2.1	8.8
COc1cc2c(cc1OC)C(=O)C(c1ccc3c(c1)OCO3)CC2 (stereo not given)	-4.6	-9.1
CCOC(=O)Nc1ccc(S(=O)(=O)N2CCC(c3nc4ccccc4[nH]3)CC2)cc1	-4.7	3.8
COc1ccc(-c2nc3c(C)cc(Br)cn3c2Cc2ccc(C)cc2)cc1OC	0.8	7.7
CCCCC(=O)N(C)c1c(C)nc2ccc(C(=O)N3CCN(C(C)=O)CC3)cn12	-2.1	-3.3
OC(c1ccc(F)c(F)c1)c1ncc(-c2ccc(Cl)cc2)[nH]1 (stereo not given)	-4.6	1.5
COCCNC(=O)C1(C)Cc2c(-c3cccc(NC(C)=O)c3)ccnc2O1 (stereo not given)	-5.3	-0.6
O=C(CCNS(=O)(=O)c1ccc(Br)cc1)NCC(c1cccs1)N1CCOCC1 (stereo not given)	-3.7	0.5
CCCNC(=O)C1(C)CCCN(Cc2ccccc2F)C1 (stereo not given)	-2.6	-10.9
CN(C)CCNC(=O)c1cccc(-c2cnc3c(NC=O)cc(-c4ccc(C(=O)N5CCOCC5)cc4)cn23)c1	1.7	3.5
O=C(C1CCCCC1)N1C[C@@H](O)[C@H](n2cc(-c3ccc(F)cc3)nn2)C[C@@H]1c1ccc(Cl)cc1	4.2	16.6
SMILES	CXCR6 block	EBI2 block
CC(O)(c1cccnc1)c1nc(-c2ccc(S(C)(=O)=O)cc2)cs1 (stereo not given)	-2.7	1.5
C[C@H](CO)N1C[C@H](C)[C@@H](CN(C)C(=O)Nc2ccccc2F)Oc2cc(Br)ccc2S1(=O)=O	8.2	5.7
Cc1ccccc1-c1cc2nc(NCCCN(C)C)n(C)c(=O)c2s1	-2.1	3.4
CCc1nc2ccc(C(=O)NCCNC(C)=O)cn2c1N(CC)CCOC	5.4	-5.9
COc1ccc(-c2[nH][nH]c(=O)c2NC(=O)c2ccc(C)cc2)cc1	-3.5	-4.6
CCc1nc2ccc(C(=O)N(C)CCN(C)C)cn2c1N(C)CCC(C)C	1.0	-8.2
CSc1ccc(CN2CCC2(C)C(=O)Nc2ccc(C)c(O)c2)cc1 (stereo not given)	7.4	-5.6
Cc1cccc(OC(C)C(=O)Nc2nc(-c3cccnc3)cs2)c1 (stereo not given)	-3.7	-10.1
CC(C)Oc1cc(F)ccc1-c1cc(C(=O)Nc2cccc(C(F)(F)F)c2)[nH]n1	-18.5	42.5*
CCOC(=O)[C@]12CCC=C1N(CCC1=CCCCC1)C(=O)[C@H](CC(=O)NCc1cccs1)C2	2.6	-3.2
Cc1cccc(CN2CCN(C3CN(C4CCCCC4)S(=O)(=O)C3)CC2)c1 (stereo not given)	-5.8	-13.4
COc1ccc(S(=O)(=O)N2CCCCC2c2cc(C(=O)NC(C)C)no2)cc1 (stereo not given)	-7.4	-3.3
CC(=O)c1ccc(Nc2nc(C(N)COCc3ccccc3)cs2)cc1 (stereo not given)	-2.3	2.2
COc1ccc(-c2nc3cc(C)c(Br)c(C)n3c2Cc2ccc(C)cc2)cc1OC	3.1	10.0
Cc1noc(C)c1CCC(=O)Nc1cc(Cl)ccc1C(=O)O	2.9	-3.0
N#CC(c1ccc(N)cc1)C(CC(=O)c1ccccc1)c1ccccc1 (stereo not given)	-3.8	8.8
Cc1ccc(S(=O)(=O)N(C)C[C@H]2OCc3cn(nn3)CCCC(=O)N([C@@H](C)CO)C[C@@H]2C)cc1	3.5	-0.4
C[C@@H]1CN([C@H](C)CO)C(=O)CCCn2nncc2CO[C@H]1CN(C)S(=O)(=O)c1ccccc1F	3.3	3.0
CC(C)CNC(=O)C1(C)CCCN1C(=O)c1csnn1 (stereo not given)	3.4	-6.6
Cc1ccc(OCCN2CCC2(C)C(=O)NCc2ccc(C(F)(F)F)cc2)cc1 (stereo not given)	3.9	8.4
Cc1ccc(C)c(CC(=O)N2CCCCC2c2cc(C(=O)Nc3cccc(C#N)c3)no2)c1 (stereo not given)	-2.7	10.5
CCNC(=O)C1(C)CCCN(C(=O)c2sc(-c3ccccc3)nc2C)C1 (stereo not given)	-3.6	-2.2
CC1(C(=O)NS(=O)(=O)c2ccc(Cl)s2)CCN1C(=O)Cc1cc(F)ccc1F (stereo not given)	-3.2	-14.2
COc1ccc(OCCN2CCC(C(=O)NC(c3ccccn3)c3ccccc3OC)CC2)cc1 (stereo not given)	-1.4	4.0
CCCc1nc2c(C)cc(Br)cn2c1Cc1ccc(OC)cc1C	0.0	-4.5
SMILES	CXCR6 block	EBI2 block
COc1cc(-c2cc3nc(NCCOc4ccccc4)ccn3n2)cc(OC)c1OC	-1.4	28.5
COc1cccc(-c2cccc(-c3nc(C(=O)Nc4ccc(-c5ccccc5)cc4)cc4c3[C@H](CCO)N(S(=O)C(C)(C)C)C4)c2)c1 (stereo not given in full)	-7.6	-12.5
CC1(C(=O)NCc2ccco2)Cc2c(-c3cccc(C(N)=O)c3)ccnc2O1 (stereo not given)	-6.5	-0.8
CC(=O)Nc1cncc(-c2cccc(S(C)(=O)=O)c2)n1	-0.7	-6.6
COc1cccc(CN2CC(C(=O)NCCc3nccs3)CCC2=O)c1 (stereo not given)	-1.5	5.4
Cc1ccc(S(=O)(=O)N2CCOCC2)cc1C(=O)OCC(=O)Nc1ccc(Cl)cn1	-5.4	0.9
COc1ccc(NC(=O)c2cc(-c3cc(Cl)ccc3OC)n[nH]2)cc1OC	-2.1	17.8
CCCCN(C)c1c(C)nc2ccc(C(=O)N(C)Cc3ccco3)cn12	10.9	-15.2
CC(C)NC(=O)N(C)C[C@H]1OCCCC[C@@H](C)Oc2ccc(N(C)C)cc2C(=O)N([C@H](C)CO)C[C@@H]1C	1.8	-9.7
Cc1cc(C)cc(Nc2cc(C)nc3ncnn23)c1	1.3	-15.4
OC(c1ccccc1)c1nc(-c2ccccc2)cs1 (stereo not given)	-3.2	6.9
C[C@H](CO)N1C[C@H](C)[C@@H](CN(C)S(=O)(=O)c2ccc(-n3cccn3)cc2)OCc2cnnn2CCCC1=O	8.1	-6.6
CCc1nc2c(OCC(N)=O)cccn2c1N(C)C(=O)c1cccs1	-3.5	2.4
CCNC(=O)C1(C)CCN(C(=O)CCc2ccccc2)C1 (stereo not given)	0.3	-9.1
Cc1cccc(S(=O)(=O)N(C)C[C@H]2OCc3cnnn3CCCC(=O)N([C@H](C)CO)C[C@H]2C)c1	-1.1	-4.2
OC(c1ccccc1)c1nc(-c2cncnc2)cs1 (stereo not given)	0.9	2.5
Cc1cc(C)cc(CC(=O)N2CCC2(C)C(=O)NS(=O)(=O)c2ccc(Br)cc2)c1 (stereo not given)	-3.2	-10.8
COc1ccc(Cn2cc(CN3CC(N4CCCC4)CS3(=O)=O)nn2)cc1 (stereo not given)	-2.7	-1.0
O=C(NCc1ccc(F)cc1)C(=O)NCC1OCCN1S(=O)(=O)c1cc(F)ccc1F (stereo not given)	5.7	2.1
COc1ccc(OC)c(NC(=O)CCNS(=O)(=O)c2ccc3c(c2)CC(C)N3C(C)=O)c1 (stereo not given)	-2.5	-13.6
COc1ccc(C(C)(O)c2nc(-c3ccccc3C)cs2)cc1 (stereo not given)	6.6	4.4
OC[C@@H]1CN(CCNc2ccccc2)C[C@H](n2cnc3c(NCc4ccncc4)ncnc32)O1	-7.4	-4.5
CN(Cc1cc(Cl)cc(Cl)c1)[C@H]1C[C@H]2c3[nH]c4ccccc4c3CCN2C(=O)[C@H]1CO	-16.7	2.1
COc1ccc(CC(O)CO)cc1OCc1ccccc1 (stereo not given)	-4.8	0.8
COc1ccc(-c2coc3c(C(=O)NC4CCCCC4)cccc23)c(C)c1	3.5	12.6

Some of these compounds in order of molecular weight, smallest number first:
SMILES	CXCR6 block	EBI2 block
CC(=O)Nc1cncc(-c2cccc(S(C)(=O)=O)c2)n1	-0.7	-6.6
COc1ccc(C(C)(O)c2nc(-c3ccccc3C)cs2)cc1 (stereo not given)	6.6	4.4
CC1(C(=O)NCc2ccco2)Cc2c(-c3cccc(C(N)=O)c3)ccnc2O1 (stereo not given)	-6.5	-0.8
CN(Cc1cc(Cl)cc(Cl)c1)[C@H]1C[C@H]2c3[nH]c4ccccc4c3CCN2C(=O)[C@H]1CO	-16.7	2.1

Following part
SMILES	CXCR6 block	EBI2 block
COc1ccccc1-c1cc2c(c3c1ccn3C)C1CCC2C1 (stereo not given)	-5.0	16.6
COc1ccccc1NC(=O)N(C)C[C@@H]1OCc2cnnn2CCCC(=O)N([C@@H](C)CO)C[C@H]1C	-1.6	-6.4
O=C(c1cccs1)N1C[C@@H](O)[C@H](n2cc(-c3ccc(F)cc3)nn2)C[C@@H]1c1ccc(Cl)cc1	3.1	27.9
CC1(Cc2cccc(C(F)(F)F)c2)C(=O)Nc2ccc(-c3ccc(F)c(Cl)c3)cc21 (stereo not given)	1.5	21.6
Cc1cccc(NC(=O)CNC(=O)c2ccc(S(=O)(=O)NCc3ccco3)cc2)c1C	7.8	-4.4
CN(Cc1ccccc1)C(=O)c1[nH]c(C(F)(F)F)nc1-c1ccccc1	0.4	-10.0
COC(=O)[C@@]1(Sc2ccc(C)cc2)CC(=O)N(C(=O)/C=C/c2ccccc2)[C@@H]1c1ccccc1	6.2	21.3
COc1ccc2c(CN3CCCCCCC3)cc(=O)oc2c1	-3.9	-9.9
O=c1ncccn1C1OC(CO)C(O)C1O (stereo not given)	1.1	-7.9
CCCCNC(=O)C1(C)CCCCN1Cc1ccc(OCc2ccccc2)cc1 (stereo not given)	19.6	30.7
COCCN1C[C@@H](CO)O[C@@H](n2cnc3c(NCc4cc(OC)c(OC)c(OC)c4)ncnc32)C1	-12.7	-1.1
COc1ccc(CN2C[C@@H](CO)O[C@@H](n3cnc4c(NCc5ccc(F)cc5)ncnc43)C2)cc1	5.0	4.2
COc1ccc(CNC(=O)Nc2nc(C(N)Cc3ccc(F)cc3)cs2)cc1 (stereo not given)	1.0	-9.7
CSc1ncnc2c1ncn2CCCNCc1cccc2ccccc12	1.0	-0.5
COc1ccccc1N1CCN(Cc2cc(=O)oc3cc(C)cc(C)c23)CC1	-5.2	14.0
CCN(CC)C(=O)C1=C(C)N(Cc2ccc(OC)cc2)C(=O)C(CC(=O)NC2CCCCC2)C1 (stereo not given)	0.2	-9.1
CCOc1ccc(-c2noc([C@@H]3O[C@H](CO)[C@@H](O)[C@H]3O)n2)cc1	0.0	-7.8
CCCS(=O)(=O)NC(=O)C1(C)CCCN(C(=O)/C=C/c2ccccc2)C1 (stereo not given)	-0.3	-5.6
CC1(C(=O)NCc2cccs2)Cc2c(-c3ccc4c(c3)OCO4)ccnc2O1 (stereo not given)	2.8	-10.1
CC(=O)Nc1ccc(NC(=O)c2ccc3sc([C@H]4C[C@H](O)[C@@H](CO)O4)nc3c2)cc1	2.3	1.2
c1ccc(-c2cc3nc(NCc4cccs4)nc(NCc4ccc5occc5c4)c3s2)cc1	8.3	39.7
C/C=C/c1cccc(-c2nc(C(=O)NC3CCC3)cc3c2[C@H](CCO)N(S(=O)C(C)(C)C)C3)c1 (stereo not given in full)	-2.5	12.8
Cc1ccc(NC(=C(C#N)C#N)c2ccccc2)cc1	-8.0	-0.1
C[C@@H]1CN([C@@H](C)CO)C(=O)c2cc(NC(=O)c3ccccc3)ccc2O[C@@H](C)CCCCO[C@@H]1CN(C)Cc1ccc(C(F)(F)F)cc1	1.4	5.9
CCCCCc1c(-c2ccc(OC)cc2)ncn1CCc1ccccc1OC	11.9	6.4
SMILES	CXCR6 block	EBI2 block
O=C1CCCCC(=O)[C@H](O)C[C@H](c2ccccc2)O1	-1.3	-5.0
OC[C@@H]1CN(Cc2ccc(Cl)cc2)C[C@H](n2cnc3c(NC4CC4)ncnc32)O1	-5.5	82.5*
O=C1C=CC(=NN=C(c2ccccc2)c2ccccc2)C=C1	-2.5	3.1
CCOC(=O)C1CCCN(C(=O)c2oc3ccccc3c2C)CC1 (stereo not given)	2.9	17.7
COc1ccc(NC(=O)c2cc(C3CCCCN3C(=O)c3cc(F)ccc3C)on2)c(C)c1 (stereo not given)	-0.1	4.7
CCc1nc2c(OCC(=O)C(C)(C)C)cccn2c1N(C)C(=O)C1CC1	2.6	-1.6

Entries above marked active in EBI2 block:
SMILES	CXCR6 block	EBI2 block
CC(C)Oc1cc(F)ccc1-c1cc(C(=O)Nc2cccc(C(F)(F)F)c2)[nH]n1	-18.5	42.5*
OC[C@@H]1CN(Cc2ccc(Cl)cc2)C[C@H](n2cnc3c(NC4CC4)ncnc32)O1	-5.5	82.5*
